rTrxR1 inhibitor: rat TrxR1 inhibition; recombinant rTrxR1, NADPH fluorescence consumption, selenite substrate; AID 588453; Potency, µM (highest dose often 114 µM), without a hit: at the highest dose activity change, negative = inhibition, usual class: inhibitors; O89049; actives 1% (n = 390,000); further: potency means the concentration at half of the fitted maximal effect; on the % scale 0 is the no-effect control and ±100 the full control effect; nearly all actives have a fitted effect of over 65% in size
Target sequence (O89049 whole entry, looked up): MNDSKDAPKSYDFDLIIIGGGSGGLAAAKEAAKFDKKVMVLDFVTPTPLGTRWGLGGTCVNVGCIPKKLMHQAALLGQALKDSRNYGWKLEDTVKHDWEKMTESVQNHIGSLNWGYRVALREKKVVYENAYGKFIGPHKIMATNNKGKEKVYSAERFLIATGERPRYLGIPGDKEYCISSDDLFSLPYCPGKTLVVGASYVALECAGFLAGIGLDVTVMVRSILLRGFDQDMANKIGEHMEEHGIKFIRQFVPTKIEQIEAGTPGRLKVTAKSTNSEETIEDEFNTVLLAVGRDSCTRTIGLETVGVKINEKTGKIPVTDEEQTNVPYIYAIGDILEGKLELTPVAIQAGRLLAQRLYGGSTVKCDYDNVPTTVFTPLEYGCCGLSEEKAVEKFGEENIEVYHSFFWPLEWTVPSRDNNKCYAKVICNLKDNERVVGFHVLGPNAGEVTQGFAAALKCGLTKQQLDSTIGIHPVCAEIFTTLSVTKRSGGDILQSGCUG
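Rat TrxR1 (90 nM in the dispensed reagent) was pre-reduced with 400 uM NADPH for 5 min at room temperature, then incubated with compound for 15 min. After 400 uM selenite was added, NADPH fluorescence (Ex 340/Em 450 nm) was followed for 8 min.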
USP1-UAF1 inh: USP1/UAF1 (human) deubiquitinase inhibition. Potency, µM (doses to about 57.1 µM), for the others: at the highest dose activity change, negative = inhibition, actives largely listed as inhibitors. O94782. recombinant USP1/UAF1, Ub-Rhodamine cleavage fluorescence. AID 743255. actives 0.23% (n = 390,000); further: potency means the concentration at half of the fitted maximal effect; on the % scale 0 is the no-effect control and ±100 the full control effect; nearly all actives have a fitted effect of over 60% in size; inactives centre near -12
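USP1/UAF1 complex (1 nM) preincubated 15 min at room temperature with compound, then Ub-Rho substrate (150 nM final) added. Kinetic fluorescence at 480/540 nm over 6 reads at 60 s intervals; 50 mM HEPES pH 7.8, 0.5 mM EDTA, 0.1 mg/ml BSA, 1 mM TCEP, 0.01% Tween-20.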
Vif-APOBEC3G blk: inhibitors of Vif-APOBEC3G interaction; Q9HC16; HeLa A3G-eYFP + Vif (tagged APOBEC3G with the HIV-1 protein that degrades it), YFP fluorescence, overnight; Potency, µM (highest dose often 46.1 µM), for inactives: at the top dose activity, negative = active, most hits filed as inhibitors; actives 0.076% (n = 410,000);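 further: potency means the concentration at half of the fitted maximal effect; on the % scale 0 is the no-effect control and ±100 the full control effect; nearly all actives have a fitted effect of over 60% in size; hits raise eYFP signal because A3G escapes Vif-driven loss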
Target sequence (Q9HC16 whole entry, looked up): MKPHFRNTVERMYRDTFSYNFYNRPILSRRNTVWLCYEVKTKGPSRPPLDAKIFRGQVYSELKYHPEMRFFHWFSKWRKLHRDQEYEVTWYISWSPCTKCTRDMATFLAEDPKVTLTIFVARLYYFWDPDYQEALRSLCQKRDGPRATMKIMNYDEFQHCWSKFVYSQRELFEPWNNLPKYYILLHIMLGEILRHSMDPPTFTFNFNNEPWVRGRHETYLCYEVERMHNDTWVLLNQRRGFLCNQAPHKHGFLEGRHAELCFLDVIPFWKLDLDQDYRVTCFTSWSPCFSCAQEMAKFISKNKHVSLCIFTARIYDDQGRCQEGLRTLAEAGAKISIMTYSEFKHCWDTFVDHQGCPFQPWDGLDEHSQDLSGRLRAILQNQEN
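HeLa cells stably expressing Vif and C-terminally eYFP-tagged A3G, seeded overnight at 37 deg C, then exposed to compound by pintool overnight at 37 deg C. Rise in yellow fluorescence (Ex 488/Em 500-530, Acumen) marks blocked Vif-driven A3G degradation.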
Vif-APOBEC3F blk: blocks the Vif interaction with APOBEC3F; HeLa A3F-eYFP + Vif (tagged APOBEC3F with the HIV-1 protein that degrades it), YFP fluorescence increase; Potency, µM (doses to about 46.1 µM), for the others: top-dose activity, negative = active; actives 0.2% (n = 390,000); AID 602313; further: potency means the concentration at half of the fitted maximal effect; % of control where 0% means no effect; nearly all actives have a fitted effect of over 65% in size
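HeLa cells stably expressing A3F-eYFP plus Vif, plated and incubated overnight at 37 deg C, then exposed to compounds overnight at 37 deg C. Blocked degradation read as raised yellow fluorescence (Ex 488/Em 500-530).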
LDHA inh: LDHA (human) enzyme inhibition; actives 0.15% (n = 480,000); activity change, % (values are at about 110 or 230 µM); P00338; purified LDHA, NADH/diaphorase-resazurin fluorescence; stronger effect = lower value; in the data active means activity change below about -30%; inconclusive means mostly about -25% to -30%;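 further: plate controls were DMSO wells for no effect and wells without enzyme for full effect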
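Human LDH5 at 2 nM final in Tris HCl pH 7.4 with 0.06 mM NADH and 0.2 mM pyruvate, reacted 5 minutes at room temperature. Remaining NADH coupled via diaphorase/resazurin; resorufin fluorescence read at 0 and 20 minutes, normalized to enzyme-free and DMSO wells.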
TrxR1 substrate: substrates of rat thioredoxin reductase 1; O89049; purified TrxR1 substrate turnover, NADPH consumption readout; Potency, µM (highest dose often 114 µM), inactives show at the top dose activity change, negative = substrate turnover; actives 0.01% (n = 390,000); AID 588456; further: potency means the concentration at half of the fitted maximal effect; on the % scale 0 is the no-effect control and ±100 the full control effect; nearly all actives have a fitted effect of over 50% in size
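Rat TrxR1, dispensed at 90 nM, was prereduced with 400 uM NADPH (final) for 5 min at ~22 deg C, then incubated with compound 15 min before 400 uM selenite. A first-read NADPH fluorescence drop versus no-compound background flagged substrates.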
RGS4 inhibitor: blocks human RGS4-accelerated GTP hydrolysis | Potency, µM (top dose mostly 114 µM), for the others: at the highest dose activity change, negative = inhibition, actives largely listed as inhibitors | actives 0.039% (n = 390,000) | Transcreener GDP fluorescence polarization, RGS4-accelerated GTP hydrolysis | P49798; further: potency means the concentration at half of the fitted maximal effect; on the % scale 0 is the no-effect control and ±100 the full control effect; nearly all actives have a fitted effect of over 75% in size; some results filed as inactive show a strong effect at the top dose
Target sequence (P49798 whole entry, looked up): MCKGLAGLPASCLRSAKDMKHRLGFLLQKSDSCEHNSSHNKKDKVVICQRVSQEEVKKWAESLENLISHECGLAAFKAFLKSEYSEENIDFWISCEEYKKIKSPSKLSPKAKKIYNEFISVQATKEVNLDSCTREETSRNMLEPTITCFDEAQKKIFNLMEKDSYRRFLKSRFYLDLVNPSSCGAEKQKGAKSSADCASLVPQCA
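MLSMR compounds (23 nl, pin-transferred) preincubated 10 min at room temperature with a 500nM (2x) first reagent, then RGS4 at 900nM (2x) plus Transcreener GDP mix added; fluorescence polarization (620/688 nm) read before and after 90 min at 30 °C.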
Glioma ERSR ind: ER stress response induction in glioma; U87-MG GRP78 promoter luciferase reporter, 16 h; Potency, µM, for inactives: at the top dose activation, hits mostly activators; actives 0.02% (n = 420,000); further: potency means the concentration at half of the fitted maximal effect; series mostly up to about 76 µM; % of control where 0% means no effect; nearly all actives have a fitted effect of over 35% in size
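Stably transfected U87-MG human glioma cells carrying a GRP78-based luminescent sensor were seeded at 1000 cells/well, pin-dosed with compounds and incubated 16 h. Luciferase reagent was then added, and end-point luminescence was read after 10 min at room temperature.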
mIDH1 inhibitor: inhibitors of human mutant IDH1 R132H | O75874 | IDH1-R132H enzyme, NADPH consumption, diaphorase/resazurin fluorescence | Potency, µM (doses to about 76.6 µM), inactives show at the top dose activity change, negative = inhibition, most hits filed as inhibitors | actives 0.093% (n = 390,000); further: potency means the concentration at half of the fitted maximal effect; on the % scale 0 is the no-effect control and ±100 the full control effect; nearly all actives have a fitted effect of over 65% in size
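IDH1-R132H (0.5 ug/mL dispensed) in pH 7.5 Tris buffer was preincubated 30 min with compound, then given a substrate mix of 0.016 mM NADPH and 2 mM alpha-KG for 80 min at room temperature; remaining NADPH was read by diaphorase/resazurin fluorescence.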
An asterisk follows results filed as active; ? = inconclusive; . = not tested or not shown; & = joins results of further samples; [ ] = another dose, or the depositor's remark. Unless noted, the call rests on the fitted dose curve; in most records, active means well fitted curve in the direction sought with a large enough effect; inconclusive means small, poorly fitted or top-dose-only effect, or another doubt; inactive means no such curve, though single readings can be large; an effect the other way counts as inactive or inconclusive.

SMILES	rTrxR1 inhibitor	USP1-UAF1 inh	Vif-APOBEC3G blk	Vif-APOBEC3F blk	LDHA inh	TrxR1 substrate	RGS4 inhibitor	Glioma ERSR ind	mIDH1 inhibitor
CCN(CC)c1ccc(NC(=O)CN2C(=O)c3cccnc3Oc3ccccc32)c(C)c1	-5%	-20%	4%	-1%	18	-3%	-17%	-2%	0%
CCCCNC(=O)CO/N=C(\C)c1cc2ccccc2o1	1%	-10%	2%	6%	-4	-11%	-5%	3%	2%
COc1ccc(/C(C)=N\O)cc1OC	7%	3%	0%	-1%	-2	9%[57.1 µM]	-13%	-10%	6%
O=c1c2ccccc2c(-c2ccc(Br)cc2)nn1Cc1ccccc1	-5%	2%	0%	-4%	-2	-3%	1%	-8%	-1%
Cc1oc2cc3oc(=O)c(CC(=O)NCC(=O)N[C@@H](C(=O)O)c4ccccc4)c(C)c3cc2c1C	-11%	21%	0%	1%	-5	14%	-13%	-2%	4%
O=C(Nc1cnn(Cc2ccc(F)cc2)c1)c1cnn2c(C(F)F)cc(-c3ccccc3)nc12	4%&16%	-9%	1%&-3%	13%	-4&-2	-3%&4%	-6%&-9%	-7%&-4%	0%
Cc1cc(C)c(C(=O)OCc2csc(CC(=O)Nc3ccccc3C)n2)c(C)c1	23%	-14%	1%	3%	2	-8%	-9%	-6%	-4%
Cc1ccc(OCC(=O)Nc2ccc(S(=O)(=O)Nc3cc(C)on3)cc2)c(Br)c1	-9%	-18%	-8%	2%	-5	-9%	-9%	7%	3%
Cc1ccc(NC(=O)c2cnc(SCC(=O)N3CCOCC3)n(C)c2=O)cc1C	21%[57.1 µM]	-27%	4%	-29%	-9	2%[57.1 µM]	10%	-7%	5%
CC(=O)Nc1ccc(S(=O)(=O)Nc2nccs2)cc1	7%	-12%	-2%	-1%	-1	-5%	5%	-2%	-15%
O=C(COC(=O)C12CC3CC(CC(Cl)(C3)C1)C2)NCc1ccco1	15%	.	1%	.	-3	2%[0.457 µM]	-10%	-2%	.
C[C@H](CO)N1C[C@H](C)[C@@H](CN(C)Cc2cccnc2)Oc2ncc(-c3cccc(C#N)c3)cc2C1=O	.	-18%	0%	-6%	-3	.	.	-1%	10%

Three records drawn at random from those above:
SMILES	rTrxR1 inhibitor	USP1-UAF1 inh	Vif-APOBEC3G blk	Vif-APOBEC3F blk	LDHA inh	TrxR1 substrate	RGS4 inhibitor	Glioma ERSR ind	mIDH1 inhibitor
CCCCNC(=O)CO/N=C(\C)c1cc2ccccc2o1	1%	-10%	2%	6%	-4	-11%	-5%	3%	2%
COc1ccc(/C(C)=N\O)cc1OC	7%	3%	0%	-1%	-2	9%[57.1 µM]	-13%	-10%	6%
CC(=O)Nc1ccc(S(=O)(=O)Nc2nccs2)cc1	7%	-12%	-2%	-1%	-1	-5%	5%	-2%	-15%

(further entries)
SMILES	rTrxR1 inhibitor	USP1-UAF1 inh	Vif-APOBEC3G blk	Vif-APOBEC3F blk	LDHA inh	TrxR1 substrate	RGS4 inhibitor	Glioma ERSR ind	mIDH1 inhibitor
CNC(=O)c1ccsc1NC(=O)CS(=O)(=O)c1ccccc1	-18%	-6%	-1%	8%	5	-11%	-10%	0%	8%
O=C(NN1C(=O)c2ccccc2NC1c1ccccn1)c1ccc(Br)cc1 (stereo not given)	-1%	-8%	3%	-4%	-4	5%	29%[56.9 µM]	-7%	3%
CCN(CC)c1ncnc2c1cnn2-c1cc(Cl)ccc1C	25%[57.1 µM]	?	-5%	3%	3	4%[57.1 µM]	-18%	-3%	4%
O=S(=O)(Nc1nc2ccccc2nc1NCCN1CCOCC1)c1cccc(Cl)c1	4%[57.1 µM]	-14%	-9%	-4%	-6	22%[57.1 µM]	-12%	3%	5%
Cn1c(CS/C(N)=N/N=C/c2ccccc2)c(Br)c(=O)n1-c1ccccc1	51%[activator][57.1 µM]	-1%	0%	17%	2	-4%	?	-2%	5%
CCNC(=S)NC1CC2CCCC(C1)N2Cc1ccco1 (stereo not given)	4%	-2%	-1%	1%	-5	11%	-3%	-4%	3%
COCCn1c(SCC(=O)Nc2ccc(C(C)=O)cc2)nc2c([nH]c3ccccc32)c1=O	5%[57.1 µM]	-9%	-20%	0%	0	-5%[57.1 µM]	-18%	-2%	3%
O=C(Nc1ccccc1C(F)(F)F)c1cc2ccccn2n1	1%[57.1 µM]	-13%	-2%	-11%	4&-7	-4%[57.1 µM]	-5%	0%	-14%
COc1cc(OC)c(NC(=O)c2cc(S(=O)(=O)N3CCCC3)cn2C)cc1Cl	15%	2%	-1%	-7%	-11	1%	19%	1%	-1%
CC1CC(C)CN(S(=O)(=O)c2ccc(NC(=O)C3CC(=O)N(Cc4ccccc4)C3)cc2)C1 (stereo not given)	-2%	-17%	-1%	0%	-6	-8%	-9%	-4%	4%
CN1CCC(N(C)C(=O)/C=C/c2cn(-c3ccccc3)nc2-c2cccs2)CC1	9%[57.1 µM]	8%	?	-28%	0	11%[57.1 µM]	-34%	-10%	-2%
CCn1c(O)c(/C=C2\C=Nc3ccccc32)sc1=Nc1ccccc1	26%	-22%	-7%	-11%	-7	8%	12%	6%	-4%

Part of the list above, in markdown:
| smiles | rTrxR1 inhibitor | USP1-UAF1 inh | Vif-APOBEC3G blk | Vif-APOBEC3F blk | LDHA inh | TrxR1 substrate | RGS4 inhibitor | Glioma ERSR ind | mIDH1 inhibitor |
| --- | --- | --- | --- | --- | --- | --- | --- | --- | --- |
| COCCn1c(SCC(=O)Nc2ccc(C(C)=O)cc2)nc2c([nH]c3ccccc32)c1=O | 5%[57.1 µM] | -9% | -20% | 0% | 0 | -5%[57.1 µM] | -18% | -2% | 3% |
| O=C(Nc1ccccc1C(F)(F)F)c1cc2ccccn2n1 | 1%[57.1 µM] | -13% | -2% | -11% | 4&-7 | -4%[57.1 µM] | -5% | 0% | -14% |
| COc1cc(OC)c(NC(=O)c2cc(S(=O)(=O)N3CCCC3)cn2C)cc1Cl | 15% | 2% | -1% | -7% | -11 | 1% | 19% | 1% | -1% |
| CC1CC(C)CN(S(=O)(=O)c2ccc(NC(=O)C3CC(=O)N(Cc4ccccc4)C3)cc2)C1 (stereo not given) | -2% | -17% | -1% | 0% | -6 | -8% | -9% | -4% | 4% |
| CN1CCC(N(C)C(=O)/C=C/c2cn(-c3ccccc3)nc2-c2cccs2)CC1 | 9%[57.1 µM] | 8% | ? | -28% | 0 | 11%[57.1 µM] | -34% | -10% | -2% |

(list continues)
SMILES	rTrxR1 inhibitor	USP1-UAF1 inh	Vif-APOBEC3G blk	Vif-APOBEC3F blk	LDHA inh	TrxR1 substrate	RGS4 inhibitor	Glioma ERSR ind	mIDH1 inhibitor
CCCn1nnnc1-c1ccc(Cl)cc1	13%	1%	1%	-10%	7	2%	-15%	-4%	7%
O=C(CSc1n[nH]c(-c2cccnc2)n1)Nc1ccnc2ccccc12	-4%	-11%	-4%	.	4	-1%	-4%	-1%	-1%
C/C(=N/N=C/c1ccc(N(C)C)cc1)c1ccccc1	-6%	-17%	0%	-13%	-5	-8%	9%	-12%	-3%
Cc1ccc(S(=O)(=O)NCC(=O)NCC(=O)OCC(=O)NC(=O)NC(C)(C)C)cc1C	15%	-17%	2%	-1%	-2	3%	-38%	-2%	-1%
CC(=O)Nc1ccc(NC(=O)C2CCN(c3c(NC(C)=O)c(C)nn3-c3ccccc3)CC2)cc1	12%[57.1 µM]	-22%	1%	1%	-4	1%[57.1 µM]	10%	4%	0%
COc1ccc(CCNC(=O)CSc2nc(C)cc(C)n2)cc1OC	2%	-10%	-4%	0%	1	5%	-1%	-3%	0%
CCOC(=O)C1CCN(C(=O)CN2C(=O)NC3(CCCCC3)C2=O)CC1	-6%	-10%	2%	0%	-3	-11%	3%	-1%	-6%
O=C(Nc1ccc(F)cc1)C1CCCN(c2cnccn2)C1 (stereo not given)	23%	-13%	5%	1%	-12	-2%	-17%	-4%	6%
COc1ccc2nc(N3C(=O)CC(Cc4ccc(Cl)cc4)C3=O)sc2c1 (stereo not given)	33%	-11%	-1%	2%	4	-1%	-19%	-2%	1%
COc1ccc(N2CC(C(=O)N[C@@H](C)C(=O)NCCc3ccccc3)CC2=O)cc1 (stereo not given in full)	20%	-23%	-2%	1%	-1	2%	2%[56.9 µM]	3%	2%
O=C(Nc1nnc(-c2ccccc2F)s1)c1cccnc1	10%	-14%	2%	3%	-3	-1%	-4%	2%	3%
O=c1[nH]n(-c2ccc(Cl)cc2)c(=O)c(Cl)c1Cl	22µM*	-10%	-1%	-1%	-1	10%[57.1 µM]	3%	-3%	11%
COc1ccc(CCN2C(=NC(=O)C(C)C)SC3CS(=O)(=O)CC32)cc1 (stereo not given)	18%	-19%	-4%	0%	-5	4%	4%	-1%	-16%
O=C(Nn1cnc2ccccc2c1=O)c1ccc(Cl)c([N+](=O)[O-])c1	14%[57.1 µM]	-5%	0%	0%	-3	-9%	27%	-2%	11%

These rows are one share of the data; rates above refer to the full screens.
